# IMPase Li cell – qHTS Assay for Identifying the Cell-Membrane Permeable IMPase Inhibitors: Potentiation with Lithium | AID 1457, 2008 | Potency, µM (series often up to 59.4 µM), without a hit: at the highest dose activity, negative = IMPase inhibition, usual class: inhibitors | 210,000 compounds, 0.35% hits | CHO-M1 cells, IP1 TR-FRET (IP-One), carbachol + lithium;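 note: IP1 builds up when IMPase is blocked and the TR-FRET signal falls; plate controls were basal vehicle for no effect and high inhibitor control for full effect; nearly all actives have a fitted effect of over 50% in size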
#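 Test compounds were applied to CHO-M1 cells previously cultured for 16–30 h at 2000 per well. A small lithium amount accompanied them; after 30 min at 37C, IP1 was quantified by TR-FRET.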
# GAA inh – qHTS Assay for Inhibitors of Human alpha-Glucosidase as a Potential Chaperone Treatment of Pompe Disease; purified human GAA, 4-MU-alpha-glucoside fluorescence; Potency, µM (doses to about 76.9 µM), for inactives: at the top dose activity change, negative = inhibition, usual class: inhibitors; 200,000 compounds, 0.005% hits;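 note: plate controls were uninhibited enzyme wells for no effect and no-enzyme background for full effect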
#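 AC50 values come from Hill fits of compound titrations (up to 77 uM) against 4 nM human enzyme. Substrate 4-methylumbelliferyl-alpha-D-pyranoside at 400 uM, pH 5.0 citrate buffer, 20 min room temperature; fluorescence Ex 365/Em 440 after alkaline stop.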
# GAA glycogen mod – qHTS Assay for Inhibitors and Activators of Human alpha-Glucosidase Cleavage of Glycogen. Lysosomal alpha-glucosidase (Homo sapiens), P10253. recombinant GAA, glycogen substrate, Amplex Red glucose oxidase fluorescence. Potency, µM (titrated, usually from 76.4 µM), for the others: at the top dose activity change, negative = inhibition, actives largely listed as inhibitors. 300,000 compounds, 0.38% hits. AID 2100, 2009;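 note: 0% = full enzyme reaction and -100% = no-enzyme basal signal; the screen sought inhibitors and activators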
#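 Recombinant enzyme (4 nM final) with compounds titrated up to 77 uM and bovine liver glycogen (30 ug) in citrate pH 5.0, 0.01% Tween-20, 37 C 40 min. Released glucose detected by Amplex Red/glucose oxidase (Ex 573/Em 610); AC50 from Hill fits.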
# HTT aggregate – qHTS Multiplex Assay to Identify Dual Action Probes in a Cell Model of Huntington: Aggregate Formation (GFP); PC12 HttQ103-GFP aggregates, Acumen cytometry, 40 h; Potency, µM (highest dose often 46.1 µM), inactives show at the top dose activity change, negative = inhibition, hits mostly inhibitors; 220,000 compounds, 1.1% hits; AID 1688, 2009; note: % is set by controls: 0 for no effect and ±100 for the full control effect; nearly all actives have a fitted effect of over 60% in size
#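 Read-out: GFP aggregate count by laser scanning cytometer (488 nm excitation, 500-530 nm emission, 1–25 µm objects >6 SD above background). Cells: PC12, inducible HTTex1-Q103-GFP, 100 nM tebufenozide; compounds titrated.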
# aGlu spleen mod – qHTS Assay for Inhibitors and Activators of Human alpha-Glucosidase From Spleen Homogenate. Lysosomal alpha-glucosidase (Homo sapiens), P10253. human spleen homogenate, 4-MU-alpha-glucoside fluorescence. Potency, µM (top dose mostly 79.9 µM), inactives show at the top dose activity change, negative = inhibition, hits mostly inhibitors. 240,000 compounds, 0.006% hits;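 note: 0% = enzyme with vehicle and -100% = no enzyme basal signal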
#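 Human spleen homogenate (1 ug) incubated with compounds and 1 mM 4-methylumbelliferyl-alpha-D-glucopyranoside in pH 5.0 citrate/phosphate buffer, 37 C, 40 min. Stopped at pH 10; 4-MU fluorescence (Ex 365/Em 440 nm); AC50 by Hill fit.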
# HTT cytoprotect – qHTS Multiplex Assay to Identify Dual Action Probes in a Cell Model of Huntington: Cytoprotection (ATP); PC12 HTT-Q103 induced, cytoprotection, ATP luminescence, 40 h; Potency, µM (titrated, usually from 56.4 µM), inactives show cytoprotection (ATP increase), hits mostly activators; 230,000 compounds, 0.14% hits; AID 1471, 2008;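 note: % of control where 0% means no effect; nearly all actives have a fitted effect of over 45% in size; toxic huntingtin expression switched on by the ecdysone agonist tebufenozide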
#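 ATP quantification (ATPlite) reports survival of PC12 cells in which tebufenozide, 100 nM final, switches on Htt exon 1 with 103 glutamines linked to GFP; compounds are titrated.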
# RGS12 GoLoco inh – qHTS Assay for Inhibitors of RGS12 GoLoco Motif Activity (Red Fluorophore) | Guanine nucleotide-binding protein G(i) subunit alpha-1 (Homo sapiens), P63096 | Gai1:RGS12 GoLoco peptide FP, rhodamine, 10 min | AID 880, 2007 | 230,000 compounds, 0.44% hits | Potency, µM (top dose mostly 61.6 µM), for inactives: at the highest dose activity, negative = inhibition, usual class: inhibitors; active = well fitted inhibition curve with a large enough effect, not every such curve was filed as active; inactive = no such curve, though single readings can be large or run the other way; note: % is set by controls: 0 for no effect and ±100 for the full control effect; nearly all actives have a fitted effect of over 30% in size; many of its hits are not listed in these tables
# Target sequence (P63096 whole entry, looked up): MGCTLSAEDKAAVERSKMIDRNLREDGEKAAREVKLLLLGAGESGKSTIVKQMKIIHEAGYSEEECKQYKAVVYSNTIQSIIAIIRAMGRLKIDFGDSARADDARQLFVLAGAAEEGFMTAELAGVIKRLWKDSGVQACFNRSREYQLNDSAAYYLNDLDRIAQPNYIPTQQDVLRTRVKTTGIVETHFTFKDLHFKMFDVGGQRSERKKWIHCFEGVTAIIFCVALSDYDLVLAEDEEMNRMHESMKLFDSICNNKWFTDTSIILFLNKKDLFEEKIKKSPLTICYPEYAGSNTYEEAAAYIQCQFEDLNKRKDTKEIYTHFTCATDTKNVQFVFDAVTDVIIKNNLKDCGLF
# The depositor's hits bear a star; u = inconclusive; x = not tested or not shown; [ ] = dose if it differs, or a comment. Unless noted, calls come from the whole dose curve; as a rule, active = well fitted curve in the direction sought with a large enough effect; inconclusive = small, poorly fitted or top-dose-only effect, or another doubt; inactive = no such curve, though single readings can be large; an effect the other way counts as inactive or inconclusive. Potency is the fitted concentration of half-maximal effect. Only part of the results is shown, so the mix of outcomes need not match the whole.
# A first look (4 entries):
SMILES,IMPase Li cell,GAA inh,GAA glycogen mod,HTT aggregate,aGlu spleen mod,HTT cytoprotect,RGS12 GoLoco inh
COc1ccc(-c2c(C)nn3c(N4CCC(C(=O)NCCN(C)C)CC4)cc(C)nc23)cc1OC,30.0%[38.3 µM],0.6%,4.7%,16.1%,4.9%,6.3%,-11.4%
COc1ccc(C(=O)c2c(C)oc3ccc(O)c(CN4CCOCC4)c23)cc1,-7.2%[38.3 µM],-7.9%,10.2%,-4.6%,-5.5%,-2.6%,7.3%
C=CCNC(=O)/C(C#N)=C/c1cn(-c2ccccc2)nc1-c1ccc(OC)c([N+](=O)[O-])c1,0.9%,6.8%,11.3%,-1.3%,2.7%,1.1%[10 µM],-0.2%
Clc1ccc(Sc2cc(Cl)c(-c3ccccc3)nn2)cc1,32.8%[activator][38.3 µM],11.6%,38.1%,11.8%,-12.8%,17.0%,12.2%

# Main list, from the first entry:
SMILES,IMPase Li cell,GAA inh,GAA glycogen mod,HTT aggregate,aGlu spleen mod,HTT cytoprotect,RGS12 GoLoco inh
COc1ccc(-c2c(C)nn3c(N4CCC(C(=O)NCCN(C)C)CC4)cc(C)nc23)cc1OC,30.0%[38.3 µM],0.6%,4.7%,16.1%,4.9%,6.3%,-11.4%
COc1ccc(C(=O)c2c(C)oc3ccc(O)c(CN4CCOCC4)c23)cc1,-7.2%[38.3 µM],-7.9%,10.2%,-4.6%,-5.5%,-2.6%,7.3%
C=CCNC(=O)/C(C#N)=C/c1cn(-c2ccccc2)nc1-c1ccc(OC)c([N+](=O)[O-])c1,0.9%,6.8%,11.3%,-1.3%,2.7%,1.1%[10 µM],-0.2%
Clc1ccc(Sc2cc(Cl)c(-c3ccccc3)nn2)cc1,32.8%[activator][38.3 µM],11.6%,38.1%,11.8%,-12.8%,17.0%,12.2%
C=CCSC1=NN2CCS(=O)(=O)N=C2S1,7.4%,9.5%,5.2%,0.8%,-0.5%,-44.4%,3.0%
COc1ccc(NC(=O)N2CC(C)OC(C)C2)cc1OC (configuration not stated),-5.0%[38.3 µM],-12.9%,-11.3%,12.5%,2.2%,13.4%,-8.9%
CC1CC(=O)NN=C1c1ccc(N(C)C)c([N+](=O)[O-])c1 (configuration not stated),1.9%,u,5.1%,-0.9%,1.2%,8.4%[10 µM],-6.0%
Cn1c(C(=O)NC2CCCCC2)cc2sccc21,x,-4.4%,3.3%,6.7%,-11.1%,-41.0%[inhibitor],x
COc1cc(OC)cc(/C(N)=N/O)c1,x,x,-7.4%,14.4%[9.22 µM],-2.0%,42.7%[10 µM],-2.4%
Cc1ccc(NC(=O)Cc2nnc(SCC(=O)Nc3ccccc3)n2C)cc1,-6.8%,-2.0%,-6.8%,0.178µM*,-15.6%,x,-3.9%
COc1ccc(CNCCC(c2ccc(OC(C)C)cc2)C(C)C)cc1OC (configuration not stated),19.9%[38.3 µM],-12.0%,-2.4%,-0.9%,-0.4%,-43.5%[inhibitor],1.9%
Cc1nc2sccc2c(=O)n1N,1.5%,-4.4%,-0.5%,-21.8%,0.9%,3.55µM*,2.0%
OCCCc1nc2n(n1)C(c1cccs1)C=C(c1ccc(Br)cc1)N2 (configuration not stated),24.1%[38.3 µM],u,-5.5%,11.2µM*,7.4%,-27.7%[10 µM],-41.5%
CCN(CC)S(=O)(=O)c1ccc(N2CCOCC2)c(NC(=O)CC23CC4CC(CC(Br)(C4)C2)C3)c1,14.5%,-11.6%,-7.9%,12.8%,2.1%,21.1%[10 µM],8.5%
O=C1NC(=S)N/C1=C/C=C/c1ccccc1,-4.3%,4.1%,24.9%,13.3%,-2.5%,x,5.0%
S=C(NCC1CCCO1)Nc1ccc(Nc2ccccc2)cc1 (configuration not stated),35.1%[activator],7.0%,u,x,2.0%,x,-1.0%
COc1cc2cc(C(=O)O)n(C)c2c(OC)c1OC,-9.0%[38.3 µM],-6.4%[15.4 µM],3.7%,5.8%,-3.1%,-4.4%,9.6%
C#CCNC(=O)C1=C[C@H](c2csc3ccccc23)[C@@H](CCCO)[C@H](OCC)O1,-4.3%,x,-8.5%,21.7%[9.22 µM],-14.4%,2.9%[10 µM],-1.8%
CSC1=C(C#N)C(C)C2=C(CC(C)(C)CC2=O)N1 (configuration not stated),24.6%[38.3 µM],-6.1%,-10.1%,-31.7%,2.2%,-16.2%,7.5%
CC1(C)CC(=O)C(N=Nc2cccc([N+](=O)[O-])c2)=C(O)C1,x,x,7.7%,9.3%[9.22 µM],-0.9%,5.6%[10 µM],6.5%
COc1ccccc1C(=O)Nc1ccc(S(=O)(=O)Nc2cc(C)nc(C)n2)cc1,38.2%[activator][38.3 µM],3.4%,8.8%,-1.8%,-4.2%,3.5%,3.4%
COCc1cc(C)nc(N/N=C/c2ccc(Cl)c(Cl)c2)c1C#N,-3.7%,3.3%,-4.2%,5.4%,-7.4%,30.7%[10 µM],6.2%
CC1(C)SC(=Nc2ccccc2)N(S(=O)(=O)c2ccccc2)C1=O,-1.0%,-6.2%,10.8%,2.3%,0.2%,-1.0%[10 µM],1.3%
COc1ccc(Nc2nc3[nH]c(=O)cc(O)c3s2)cc1,15.2%,-8.1%,u,10.0%,2.0%,x,13.9%
O=C(Nc1ccc(-c2cn3ccsc3n2)cc1)C1CC1,7.0%[38.3 µM],-7.3%,-0.2%,18.3%,-1.1%,-106.5%[inhibitor][10 µM],-36.6%
Nc1nnc(Sc2ncccc2[N+](=O)[O-])s1,3.4%,-2.9%,2.1%,-15.0%,8.1%,-17.2%,5.9%
CCN(CC)CCC(C)OC(=O)c1ccc(O)cc1O (configuration not stated),13.7%,u,-8.5%,-9.0%[9.22 µM],4.5%,-1.7%[10 µM],10.5%
COc1cccc(NC(=O)CN(c2ccc(C)cc2)S(=O)(=O)c2c(C)nn(C)c2C)c1,-3.1%[38.3 µM],-1.3%,-3.7%,-5.2%,-1.6%,-8.0%,5.3%
O=C(NCCN1CCOCC1)C1CCC(CNS(=O)(=O)c2ccccc2)CC1 (configuration not stated),1.8%,-0.5%,-5.2%,1.0%,-9.2%,x,-1.8%
O=C(CS(=O)(=O)c1ccc(Cl)cc1)NCCS(=O)(=O)c1ccc(Cl)cc1,3.4%,-0.7%,-1.6%,8.0%,2.7%,-23.8%,-2.3%
Cc1ccsc1/C=C1\Oc2cc(OCC(=O)c3ccccc3)ccc2C1=O,10.1%,1.2%,9.5%,11.3%,-7.7%,5.0%[10 µM],30.0%
COC(=O)c1sccc1NS(=O)(=O)c1ccc(OC)cc1,4.1%[38.3 µM],-14.4%,0.6%,-1.7%,1.4%,-6.9%,3.0%
CC(C(=O)OCC(=O)c1ccc([N+](=O)[O-])cc1)N1C(=O)C2C3CCC(C3)C2C1=O (configuration not stated),25.1%,0.3%,-1.4%,-12.6%,x,-11.8%,-4.6%
CCC(Oc1ccccc1)C(=O)Nc1ncc([N+](=O)[O-])s1 (configuration not stated),18.0%,-4.0%,6.2%,-13.8%[9.22 µM],-9.3%,-3.7%[10 µM],-5.0%
CN(C1CCCCC1)S(=O)(=O)c1ccc(C(=O)O)cc1,0.8%[38.3 µM],-10.0%[15.4 µM],0.9%,-3.7%,-4.4%,-10.2%,5.5%
CC1=C(C(=O)Nc2cccc(C)c2C)C(c2cccs2)NC(=S)N1 (configuration not stated),3.8%,2.0%,-0.5%,-4.7%,-2.3%,6.5%[10 µM],5.6%
CCCCCc1nnc(NC(=O)Cc2cccs2)s1,10.8%[38.3 µM],7.5%,1.3%,-1.2%,-1.9%,6.9%[10 µM],35.7%[activator]
CCOc1ccc(OCCOCCn2ccnc2)cc1,35.1%[38.3 µM],-4.6%,-2.0%,-5.6%,-2.2%,5.5%,-2.4%
OCCN(CC#CCn1c2ccccc2c2ccccc21)CCO,x,x,-8.9%,9.6%[9.22 µM],-1.9%,11.8%[10 µM],12.2%
CC[C@H](C)[C@H](NC(N)=O)C(=O)NCCc1ccc(OC)c(OC)c1,-4.8%,0.9%,1.4%,-10.1%,2.9%,-25.5%,-3.1%
Cc1ccc(NC(=O)c2cc(N3C(=O)C4CC=CCC4C3=O)ccc2N2CCOCC2)cc1Cl (configuration not stated),4.3%[38.3 µM],-3.2%,-6.2%,u,-2.3%,-44.1%[inhibitor],-0.3%
CC1(C)CC(=O)C=C(NCc2ccncc2)C1,-4.3%[38.3 µM],1.4%,-0.3%,-15.6%,u,4.2%,2.3%
COc1ccc(CNC(=O)CCCn2c(SCC#N)nc3cc4c(cc3c2=O)OCO4)cc1,-11.7%[38.3 µM],11.3%,-0.5%,-5.0%,-29.4%,-37.8%,13.0%
COc1ccccc1NC(=O)N1CCCC1,2.2%,8.7%,9.9%,-0.5%[9.22 µM],-1.0%,1.9%[10 µM],9.6%
COC(=O)/C(=C\c1ccc([N+](=O)[O-])o1)NC(=O)c1ccccc1,23.1%[38.3 µM],-5.9%,2.3%,20.2%,-13.5%,1.8%,12.4%
CC(=O)c1cccc(NC(=O)Nc2cc3sccc3n2C)c1,22.6%[38.3 µM],-9.6%,-15.4%,3.6%,-4.4%,-0.8%,65.1%[activator]
O=C(c1ccc2c(c1)OCO2)N1CCC(Cc2ccccc2)CC1,x,x,2.7%,-17.4%[9.22 µM],0.5%,42.5%[10 µM],6.3%

# Single records (already shown). Values in the order: IMPase Li cell, GAA inh, GAA glycogen mod, HTT aggregate, aGlu spleen mod, HTT cytoprotect, RGS12 GoLoco inh
# CC1(C)CC(=O)C=C(NCc2ccncc2)C1 as listed: -4.3%[38.3 µM], 1.4%, -0.3%, -15.6%, u, 4.2%, 2.3%
# O=C(c1ccc2c(c1)OCO2)N1CCC(Cc2ccccc2)CC1 as listed: x, x, 2.7%, -17.4%[9.22 µM], 0.5%, 42.5%[10 µM], 6.3%

# Screens deposited in PubChem BioAssay by National Center for Advancing Translational Sciences (NCATS).
